Screening results (PubChem BioAssay)
GLS inhibitor – inhibitors of human glutaminase (GLS); 410,000 tested, 0.21% active; O94925; GLS enzymatic activity, qHTS titration; Potency, µM (doses to about 45.5 µM), inactives show at the top dose activity change, negative = inhibition, hits mostly inhibitors; note: potency is the fitted concentration of half-maximal effect; % is set by controls: 0 for no effect and ±100 for the full control effect
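Read-out is an Amplex red fluorescence increase coupled through glutamate oxidase and HRP, measured before and after 30 min room-temperature incubation. hKGA is in 45 mM KH2PO4 (pH 8.2) with 0.02% Tween-20; glutamine added as 1mM solution.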
BAZ2B inh – inhibitors of human BAZ2B bromodomain; Q9UIF8; Potency, µM (top dose mostly 114 µM), without a hit: top-dose activity change, negative = inhibition, usual class: inhibitors; AID 504333; 360,000 tested, 4.4% active; AlphaScreen BAZ2B-H3K14Ac peptide displacement; note: potency is the fitted concentration of half-maximal effect; % is set by controls: 0 for no effect and ±100 for the full control effect; nearly all actives have a fitted effect of over 60% in size
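Inhibition is scored as reduced AlphaScreen emission. The BAZ2B/b-H3(5-23)K14Ac complex (50 nM each) in PBS pH 7.4, 0.01% Tween-20 meets compound (up to 110 uM) for 30 min at RT before bead addition.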
ERG-DNA inh – inhibitors of human ERG Ets domain-DNA interaction | P11308 | fluorescence polarization, His-ERG Ets domain / labelled DNA | Potency, µM (series often up to 76.9 µM), for the others: at the top dose FP activity, negative = inhibition, hits mostly inhibitors | 370,000 tested, 0.028% active | AID 624246; active = well fitted inhibition curve with a large enough effect in the polarisation, with a control signal flat; inconclusive = small, poorly fitted or top-dose-only effect, or effect the other way, or a change in a side signal; inactive = no such curve, though single readings can be large or run the other way; the % refers to the polarisation;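 note: polarization taken with two DNA probes labelled with fluorescein and Texas red; potency is the fitted concentration of half-maximal effect; % of control where 0% means no effect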
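His-tagged ERG Ets domain (1 uM in the protein solution; 300mM KCl, 50mM Tris-HCl, 1mM EDTA, 1mM DTT, pH 7.5) received compound, then a probe mix of 5 nM fluorescein-DNA and 100nM Texas-615-DNA. Fluorescence polarization was read for both dyes.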
JMJD2A Tudor inh – JMJD2A Tudor domain (human) inhibition. 390,000 tested, 4.4% active. O75164. Potency, µM (top dose mostly 114 µM), for the others: top-dose activity change, negative = inhibition, hits mostly inhibitors. AID 504339. AlphaScreen JMJD2A-Tudor / H3K4me3 peptide binding; note: potency is the fitted concentration of half-maximal effect; % is set by controls: 0 for no effect and ±100 for the full control effect; nearly all actives have a fitted effect of over 50% in size
Target sequence (O75164 whole entry, looked up, the tested form may be a part): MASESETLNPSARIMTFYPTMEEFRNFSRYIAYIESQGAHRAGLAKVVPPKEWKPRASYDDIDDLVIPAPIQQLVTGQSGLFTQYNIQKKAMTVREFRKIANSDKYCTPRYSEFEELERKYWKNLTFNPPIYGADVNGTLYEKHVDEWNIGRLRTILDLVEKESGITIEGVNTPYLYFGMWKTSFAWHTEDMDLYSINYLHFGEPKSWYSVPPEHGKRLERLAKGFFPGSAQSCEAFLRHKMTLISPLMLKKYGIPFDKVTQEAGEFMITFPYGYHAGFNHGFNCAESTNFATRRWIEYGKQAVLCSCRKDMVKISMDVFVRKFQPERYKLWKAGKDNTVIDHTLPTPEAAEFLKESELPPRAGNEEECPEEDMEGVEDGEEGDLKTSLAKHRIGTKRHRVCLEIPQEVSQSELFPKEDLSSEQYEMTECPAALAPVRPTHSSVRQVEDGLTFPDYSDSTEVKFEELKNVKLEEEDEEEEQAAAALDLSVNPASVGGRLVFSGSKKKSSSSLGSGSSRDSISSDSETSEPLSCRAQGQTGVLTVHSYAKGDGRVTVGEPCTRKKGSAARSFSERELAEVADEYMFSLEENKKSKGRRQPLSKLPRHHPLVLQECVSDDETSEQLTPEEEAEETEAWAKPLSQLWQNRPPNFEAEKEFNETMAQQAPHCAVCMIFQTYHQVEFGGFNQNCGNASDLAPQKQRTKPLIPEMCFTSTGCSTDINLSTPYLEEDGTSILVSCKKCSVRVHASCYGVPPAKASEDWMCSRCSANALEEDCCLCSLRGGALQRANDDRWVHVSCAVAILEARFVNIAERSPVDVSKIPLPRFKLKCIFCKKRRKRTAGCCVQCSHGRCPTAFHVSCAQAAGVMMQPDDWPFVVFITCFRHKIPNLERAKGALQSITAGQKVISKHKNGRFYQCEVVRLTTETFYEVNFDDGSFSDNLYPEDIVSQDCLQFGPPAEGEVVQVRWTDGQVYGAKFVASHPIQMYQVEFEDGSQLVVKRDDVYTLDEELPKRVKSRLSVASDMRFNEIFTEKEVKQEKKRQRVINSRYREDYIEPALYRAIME
HP1b chromo inh – HP1-beta chromodomain-methylated histone interaction inhibition | P83916 | AlphaScreen HP1-beta / biotin-H3K9me3 peptide binding | Potency, µM (top dose mostly 114 µM), without a hit: at the highest dose activity change, negative = inhibition, most hits filed as inhibitors | 390,000 tested, 0.56% active; note: potency is the fitted concentration of half-maximal effect; nearly all actives have a fitted effect of over 70% in size; inactives centre near 23
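AlphaScreen: HP1-beta (50 nM) preformed 30 min with biotin-H3(1-18)K9me3 peptide (50 nM) in PBS pH 7.4, 0.01% Tween-20. Compound added for 30 min at RT, then streptavidin donor/nickel chelate acceptor beads (10 ug/mL) for 30 min.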
PGK inhibitor – inhibitors of T. brucei phosphoglycerate kinase; Potency, µM (titrated, usually from 57.5 µM), for inactives: at the top dose activity change, negative = inhibition, actives largely listed as inhibitors; AID 602233; PGK/GAPDH coupled, Kinase-Glo luminescence, 60 min; P07378; 380,000 tested, 0.043% active; note: potency is the fitted concentration of half-maximal effect; % is set by controls: 0 for no effect and ±100 for the full control effect; nearly all actives have a fitted effect of over 60% in size
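Luminescent ATP detection (Kinase-Glo Plus) follows a 60-minute room-temperature incubation, with wells lacking PGK as controls. Buffer: 100 mM TEA (pH 7.6), 5 mM MgCl2, 0.01% Tween-20. Coupling enzyme GAPDH (100 nM final) supplies unstable 1,3-BPG in-well.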
G9a block – inhibitors of human histone lysine methyltransferase G9a; Potency, µM (series often up to 102 µM), without a hit: at the top dose activity, negative = inhibition, usual class: inhibitors; AID 504332; 350,000 tested, 8.8% active; G9a H3K9 monomethylation, AlphaScreen, 2 h; Q96KQ7; note: potency is the fitted concentration of half-maximal effect; % is set by controls: 0 for no effect and ±100 for the full control effect; nearly all actives have a fitted effect of over 75% in size
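G9a (20 nM) preincubated 15 min RT with compounds, then 500 nM biotinylated H3K9 peptide and 20 uM SAM added; 2 h RT reaction. Monomethyl-H3K9 product detected by AlphaScreen with anti-H3K9me1 antibody, streptavidin donor and anti-rabbit IgG acceptor beads.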
PI4K2A inh – blocks human PI4K2A kinase activity. purified PI4K2A, ADP-Glo luminescence, 1 h; stronger effect = lower value. Q9BTU6. activity change, negative = inhibition, % at 76.9 µM. 420,000 tested, 0.13% active; in the data active = activity change below about -50%; inconclusive = mostly about -30% to -49%;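 note: -100% = wells without enzyme as full effect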
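PI4K2A activity was measured by ADP-Glo luminescence: enzyme (4 ug/mL stock) and phosphatidylinositol (1.2 mM stock) in Tris pH 7.5/MgCl2/EGTA/Triton X-100 buffer were reacted with ATP (300 microM stock) for one hour at ambient temperature.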
Pin1 inhibitor – blocks the human prolyl isomerase Pin1; Potency, µM (titrated, usually from 115 µM), inactives show top-dose activity, negative = inhibition, actives largely listed as inhibitors; Pin1 FP peptide displacement, HiFluor488, 10 min; AID 504891; Q13526; 390,000 tested, 0.009% active; active = well fitted inhibition curve with a large enough effect in the polarisation, with a control signal flat, not every such curve was filed as active; inconclusive = small, poorly fitted or top-dose-only effect, or effect the other way, or a change in a side signal; inactive = no such curve, though single readings can be large or run the other way; the % refers to the polarisation; note: potency is the fitted concentration of half-maximal effect; % is set by controls: 0 for no effect and ±100 for the full control effect
* hit, by the source's call; i = inactive; ? = inconclusive; · = no result given; & = joins results of further samples; [ ] = dose if it differs, or a comment. Unless noted, calls come from the whole dose curve; as a rule, active = well fitted curve in the direction sought with a large enough effect; inconclusive = small, poorly fitted or top-dose-only effect, or another doubt; inactive = no such curve, though single readings can be large; an effect the other way counts as inactive or inconclusive.

SMILES	GLS inhibitor	BAZ2B inh	ERG-DNA inh	JMJD2A Tudor inh	HP1b chromo inh	PGK inhibitor	G9a block	PI4K2A inh	Pin1 inhibitor
CC(C)(c1ccc(O)cc1)c1ccc(O)cc1	20.8%	-8.9%	7.2%	-15.0%	29.0%	11.5%	-1.4%	1.5	-2.2%
CCC[N+]12CCC(CC1)C(C(O)(c1ccccc1)c1ccccc1)C2 (stereo not drawn)	-12.9%	-3.4%	2.2%	-1.7%	39.9%[activator]	i	-18.8%	8.4	-1.6%
CCn1cc(C(=O)N2CCC3(CC2)OCCO3)c(=O)c2cc(S(=O)(=O)N3CCCC3)ccc21	-1.5%	-0.4%	-4.8%	-5.7%	9.1%	-7.5%	3.4%[12.7 µM]	11.4	2.7%
CC(C)(C)c1ccc(OCC(=O)Nc2ccc(Cl)cc2C(=O)c2ccccc2)cc1	10.1%	-4.1%	3.5%	-8.8%	23.3%	·	-27.2%[59 µM]	-3.1	7.8%
CN1CCN(Cc2cc(C(C)(C)C)c(O)c(C(C)(C)C)c2)CC1	-8.1%	?	-7.7%	2.24µM*	?	-9.7%	8.91µM*	7.2	-7.7%
O=c1[nH]c(O)c(C=Nc2cccc(F)c2)c(=O)[nH]1	-0.4%	-9.2%	-17.1%	-34.5%	18.0%	i	-80.2%	2.7	-3.8%
COC(=O)C1=C(c2ccc(C(C)=O)cc2)C[C@@H]2CC[C@H]1N2C(=O)NCCO	-0.5%	9.7%	-0.7%	-13.6%	41.3%[activator]	1.3%	5.1%[0.501 µM]	-3.2	4.7%
COc1ccc(CC2C(=O)NC(=O)N(c3ccccc3)C2=O)c(OC)c1 (stereo not drawn)	16.9%	?	·	-25.0%	22.8%	-1.7%	?	-2.8	-3.6%
C=C1C(O)[C@@H]2O[C@]3(CC[C@H](/C=C/C(C)[C@@H]4CC(C)=CC5(O[C@H](C[C@@](C)(O)C(=O)O)CCC5O)O4)O3)CC[C@H]2O[C@@H]1C(O)CC(C)[C@H]1OC2(CCCCO2)CCC1C (stereo partly drawn)	2.3%	·	6.0%	-7.2%	22.4%	6.4%	·	-0.1	0.7%
Cn1c(O)c(/C=C2\C=c3ccccc3=NC2=O)c(=O)n(C)c1=O	-18.1%	1.6%	3.7%	3.6%	44.5%[activator]	-1.6%	39.8µM*	-11.7	-0.6%
COc1cccc(C2C([N+](=O)[O-])=C(N)Oc3c2c(=O)oc2ccccc32)c1 (stereo not drawn)	25.4%	-2.1%	-0.7%	-18.0%	19.5%	-2.4%	?	-1.0	0.8%
CCOP(=O)(OCC)C(NC(=O)c1ccc(Cl)cc1)=C(Cl)Cl	7.5%	-9.8%	·	-3.7%	18.9%	·	46.3%[0.501 µM]	3.4	1.7%
COCCNC(=O)N1[C@H]2CC[C@@H]1C(C(=O)OC)=C(c1ccc(OC(F)(F)F)cc1)C2	6.3%	9.6%	-11.4%	-3.6%	38.5%	9.4%	14.9%[2.33 µM]	3.8	-11.9%
COc1ccc(C2=NCC(=S)Nc3ccc(Cl)cc32)cc1OC	1.6%	·	0.6%	-19.6%	14.9%	-5.2%	·	3.0	-0.5%
O=Cc1cn(Cc2c(F)cccc2Cl)nc1-c1ccccc1	-5.0%	·	-18.4%	16.2%	30.7%	-3.9%	·	-5.9	6.2%
CC(=O)C1CCC2C3CCC4CC(O)CCC4(C)C3C(O)CC12C (stereo not drawn)	1.2%	·	6.3%	-3.4%	25.5%	-4.1%	·	2.1	4.8%
CCOC(C(=O)OCC(O)CN(CC)CC)(c1ccccc1)c1ccccc1 (stereo not drawn)	-6.7%	-4.0%	-4.9%	-3.8%[11.4 µM]	35.6%	-2.8%	-48.3%	-7.5	4.3%
O=Cc1c(C(=O)O)n(Cc2ccccc2F)c2ccccc12	44.3%[activator]	-3.0%	2.7%	-9.8%	100.9%[activator]	-9.4%	-33.1%[2.33 µM]	-4.8	1.3%
O=S(=O)(NC1CN2CCC1CC2)c1ccc(Cl)cc1 (stereo not drawn)	-2.9%	7.4%	-0.6%	-12.0%	-3.9%	-8.0%	-16.6%	3.3	-4.7%
CN(C)S(=O)(=O)c1cccc(C(=O)N2CCC(C(=O)O)(c3ccccc3)CC2)c1	-9.1%	2.3%	-7.2%	-14.7%	49.9%	0.2%	-19.5%	-4.3	-5.8%
C=CCn1c(O)c(C(C)=Nc2cccc(C(=O)O)c2)c(=O)[nH]c1=O	-0.7%	-37.3%	0.1%	0.7%	17.3%	-9.7%	50.1µM*	-6.8	-7.5%
COc1ccc(C(=O)N2CCOCC2)cc1S(=O)(=O)N1CCC(C)CC1	2.1%	0.4%	-4.0%	7.1%[57.1 µM]	34.5%	i	?	4.0	-3.0%
CC1=CC(O)C(O)C2(C)C1CC1OC(=O)CC3C(C)C(O)C(=O)C2C13CO (stereo not drawn)	7.5%	·	-12.8%	-17.1%	8.2%	-5.8%	·	-0.6	-1.3%
N#Cc1ccccc1OCC(=O)N1CCN(CC(=O)Nc2ccc(F)cc2)CC1	-7.2%	-3.7%	3.1%	-2.8%	35.8%	i	-45.0%	1.3	-5.4%
Fc1ccccc1N1CCN(Cc2c(F)cccc2F)CC1	-9.2%	31.6µM*	3.3%	3.55µM*	?	-5.4%	1.41µM*	7.8	-14.2%
CCn1c(N)c(C(=O)NC)sc1=S	14.2%	?	-3.6%	56.2µM*	-68.1%	i	?	-1.1	-2.9%
CCSP1(=S)N=C(N2CCOCC2)C(C#N)=C2CCCN21 (stereo not drawn)	4.1%	-38.8%	0.3%	2.4%	36.0%	-2.1%	-47.4%	-4.2	4.0%
CC(C)CC12CN3CCN(CC(C3)/C1=N/O)C2	-1.8%	6.7%	-7.3%	-15.6%	33.0%	-4.3%	11.6%[12.7 µM]	3.4	-0.4%
O=c1c2ccccc2ccc2ccc(P(=O)(O)O)cc12	-9.5%	2.0%	·	-11.3%	46.3%[activator]	-5.7%	2.6%[0.501 µM]	4.8	?
C[C@]12CCC(=O)C=C1C=CC1C2CC[C@]2(C)C(=O)CCC12 (stereo partly drawn)	-0.6%	·	-7.1%	-11.6%	7.2%	3.1%	·	-4.0	-3.1%
COc1ccc(NC(=O)c2cn(CCC#N)nc2-c2cccc(Br)c2)cc1	-0.5%	-3.6%	15.4%	-2.6%	32.8%	i	33.8%	-1.0	-1.9%
COc1ccc(C2SCC(=O)Nc3c2c(C)nn3-c2ccccc2)cc1 (stereo not drawn)	-1.8%	2.3%	3.8%	-8.3%	12.6%	i	20.8%[12.7 µM]	-3.6	0.4%
CN1CCN(c2nc([N+](=O)[O-])nn2C)CC1	0.4%	-10.1%	-0.3%	-15.3%	-5.9%	-0.5%	?	-8.8	-0.2%
CN(C)C1=NP(N(C)C)(N(C)C)=NC(c2ccccc2)=N1	15.9%	-26.4%	15.1%	2.6%	63.9%[activator]	5.1%	-35.6%	-8.0	1.8%
Cc1nccn1Cc1ccc(Cl)nc1	2.5%	-5.9%	-3.6%	-8.6%	7.0%	i	48.7%[activator]	0.8	-2.1%
CCOC(=O)C1(CCc2ccccc2)CCN(Cc2cccc3c2OCO3)CC1	-0.4%	-15.7%	-6.1%	-22.9%	14.9%	0.8%	-27.1%	1.8	0.3%
COC(=O)C(O)(c1ccc(N(C)C(=O)c2ccc(Cl)c(Cl)c2)cc1)C(F)(F)F (stereo not drawn)	0.1%	4.6%	2.3%	-16.4%	21.7%	-7.6%	19.4%[59 µM]	7.5	-3.4%
Cc1ccc(CSc2ncccc2C(=O)O)cc1	1.4%	1.3%&-27.2%	1.4%&1.6%	-8.6%&-24.2%	-0.9%&23.4%	-2.4%&-7.6%	-1.0%[59 µM]	-3.2&-4.4	-6.0%&1.8%
CC(C)C(NC(=O)C(C(C)C)N(C)C)C(=O)N(C)C(C(=O)N1CCCC1C(=O)N1CCCC1C(=O)NCc1ccccc1)C(C)C (stereo not drawn)	2.2%	·	-5.7%	-4.2%	37.2%[activator]	-6.5%	·	-0.3	0.3%
O=C1CC(=O)N(c2ccccc2)C(=O)N1	12.9%	·	·	-1.4%	21.5%	-5.3%	·	-5.7	9.0%
CN1Cc2cccnc2N(C)Cc2cc(Cl)ccc21	20.3%	?	-2.5%	-34.8%	-14.7%	0.9%	-20.2%[59 µM]	-3.2	0.8%
Cn1cc(C=C2C(=O)NC(=O)NC2=O)c2ccccc21	-1.1%	-8.1%	-1.1%	?	27.7%	-9.6%	-24.4%	-1.2	?
CCCCN1C(=O)NC(=O)C2(Cc3c(nc4ccccn4c3=O)N3CCc4ccccc4C32)C1=O (stereo not drawn)	0.6%	-6.7%	-8.9%	-8.3%	31.4%	-9.6%	?	1.1	0.6%
O=c1[nH]c(O)c(/C=C2/C=CC(c3cc(Cl)ccc3Cl)=N2)c(=O)[nH]1	0.2%	?	8.7%	?	27.7%	-7.6%	50.1µM*	-8.3	54.0%[activator]
C/C(=N\Nc1cccc2ccccc12)c1c(O)n(Cc2ccccc2)c(=O)[nH]c1=O	9.1%	?	1.6%	79.4µM*	?	i	1.58µM*	-6.7	?

Not all compounds are listed; count on the stated rates, not on these rows.
